Source: PubChem BioAssay
PHOSPHO1 inh – PHOSPHO1 (human) inhibition. actives 1.1% (n = 290,000). recombinant PHOSPHO1, absorbance phosphatase assay. Q8TCT1. inhibition, % at 13.3 µM; in the data active = inhibition above about 60%
Target sequence (Q8TCT1 whole entry, looked up): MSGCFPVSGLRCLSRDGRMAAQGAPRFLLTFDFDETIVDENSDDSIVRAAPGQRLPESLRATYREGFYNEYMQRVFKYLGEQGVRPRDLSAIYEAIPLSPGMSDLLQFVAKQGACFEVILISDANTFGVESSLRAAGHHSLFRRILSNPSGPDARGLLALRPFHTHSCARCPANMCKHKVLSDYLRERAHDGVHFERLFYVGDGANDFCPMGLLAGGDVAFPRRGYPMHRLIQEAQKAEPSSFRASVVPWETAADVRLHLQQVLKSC
MEKK3 PB1 HTS – raises or lowers MEK5 binding to the human MEKK3 PB1 domain | Q99759 | bead-based flow cytometry, Alexa488-MEK5 binding to MEKK3; actives lie on both sides; 0 = blocked by unlabeled MEK5, 100 = vehicle | binding response (% of control), % at 10 µM | actives 1.4% (n = 290,000) | AID 1529;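 active = binding response more than 3 SD above or below the average of its plate-row segment, actives on both sides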;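 also: Alexa488 bead fluorescence after subtracting the streptavidin-only scavenger bead signal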
Target sequence (Q99759 whole entry, looked up, the tested form may be a part): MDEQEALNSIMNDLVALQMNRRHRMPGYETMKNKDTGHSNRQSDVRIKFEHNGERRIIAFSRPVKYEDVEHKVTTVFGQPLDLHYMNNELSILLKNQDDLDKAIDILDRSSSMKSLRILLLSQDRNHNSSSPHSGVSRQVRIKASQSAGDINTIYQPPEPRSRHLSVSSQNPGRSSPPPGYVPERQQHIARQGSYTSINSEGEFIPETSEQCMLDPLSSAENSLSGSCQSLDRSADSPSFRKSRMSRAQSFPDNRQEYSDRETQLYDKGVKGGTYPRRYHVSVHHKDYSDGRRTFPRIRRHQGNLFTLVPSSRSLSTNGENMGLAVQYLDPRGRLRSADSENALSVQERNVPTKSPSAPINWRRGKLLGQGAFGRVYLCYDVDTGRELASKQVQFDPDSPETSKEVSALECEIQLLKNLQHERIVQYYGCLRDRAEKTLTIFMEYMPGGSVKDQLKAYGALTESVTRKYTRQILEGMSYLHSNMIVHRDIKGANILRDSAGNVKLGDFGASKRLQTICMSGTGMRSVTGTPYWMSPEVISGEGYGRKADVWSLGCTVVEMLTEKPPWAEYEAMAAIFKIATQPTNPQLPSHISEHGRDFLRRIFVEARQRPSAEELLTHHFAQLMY
HCV NS3 hel inh – inhibitors of Hepatitis C virus NS3 helicase; NS3 helicase DNA unwinding, Cy5 molecular beacon fluorescence; AID 1800; inhibition, % at 10.9 µM; actives 0.56% (n = 290,000);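 active = inhibition above the mean of all tested compounds plus 3 SD, set per campaign, cut at about 35% in these data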;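 also: 0% = DMSO wells and 100% = thioflavine S control wells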
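test system = hepatitis C virus NS3 helicase domain fragment enzyme | reagent = annealed dual-labelled DNA beacon duplex, ATP-started | times = 1 h at 25 °C | detection = Cy5 fluorescence, 0 and 60 min reads | read-out basis = percent inhibition from t60/t0 fluorescence ratio | control set = DMSO and thioflavine S | replication = one well per compound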
FID counter – fluorescent intercalator displacement, NS3 helicase counter-screen; DNA fluorescent intercalator displacement, fluorescence; inhibition, % at 7.9 µM; actives 0.17% (n = 290,000); AID 1845; in the data active = inhibition above about 37%;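 also: 0% = vehicle and 100% = reference compound; higher means more ethidium bromide displaced from hairpin DNA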
SUMO HTRF inh – inhibitors of human SUMOylation (UBC9). P63279. HTRF SUMOylation assay, SAE1/SAE2 + UBC9, in vitro. inhibition, % at 35 µM. actives 0.36% (n = 290,000); in the data active = inhibition above about 50%, passing the limit was not always enough; also: strong numbers were not always called active
Target sequence (P63279 whole entry, looked up): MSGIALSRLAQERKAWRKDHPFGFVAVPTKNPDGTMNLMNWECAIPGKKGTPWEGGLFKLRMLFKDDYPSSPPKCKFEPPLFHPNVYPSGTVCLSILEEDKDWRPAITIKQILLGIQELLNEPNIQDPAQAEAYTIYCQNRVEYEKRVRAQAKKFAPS
pCIP destab – p/CIP protein destabilization; Q05BA5; F442A p/CIP-EGFP cells, EGFP fluorescence, 16 h; decrease of EGFP signal, % at 10 µM; actives 0.01% (n = 290,000);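 active = EGFP signal decrease of at least 30% at 10 µM or well 3 SD below plate mean, unless failing retest; inactive = the rest, including hits failing retest or dose response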; also: some compounds called inactive have numbers as strong as hits; many of its hits are not listed in these tables
VIM-2 inhibitor – inhibitors of Pseudomonas aeruginosa VIM-2 metallo-beta-lactamase. inhibition, % at 5.6 µM. AID 1527. purified VIM-2, nitrocefin hydrolysis, epi-absorbance fluorescence. actives 0.89% (n = 290,000);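 active = inhibition above the mean of all tested compounds plus 3 SD, cutoff set per screening run, cut at about 7.5% in these data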;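 also: red hydrolysis product quenches plate fluorescence so inhibitors raise well fluorescence; 0% = enzyme with DMSO and 100% = DMSO without enzyme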
IMP-1 inh – inhibitors of Pseudomonas aeruginosa IMP-1 metallo-beta-lactamase; purified IMP-1, nitrocefin hydrolysis, epi-absorbance fluorescence; inhibition, % at 5.6 µM; actives 0.45% (n = 290,000); AID 1556;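 active = inhibition above the mean plus 3 SD of all compounds in the same screening run, cut at about 4.5% in these data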;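 also: 0% = IMP-1 with DMSO and 100% = DMSO wells lacking enzyme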
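System: purified IMP-1 / Input: IMP-1 dispensed at 0.2 nM / Medium: 50 mM HEPES pH 7.1, 50 µM ZnSO4, 0.05% Brij 35 / Timing: 15 min enzyme–compound preincubation, then 25 min nitrocefin reaction, 25 °C / Technique: plate fluorescence quenching by hydrolysis product, ex 480/em 530 nm / Repeats: singlicate testing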
IDE cell activ – activators of human insulin-degrading enzyme in cells. HEK cells, FAbeta-B cleavage, fluorescence polarization; 0% vehicle, 100% cell-free pure enzyme wells. activation, % at 5.96 µM. actives 0.073% (n = 340,000). AID 493087;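 active = activation above the mean of all tested compounds plus 3 SD, set per screening campaign, cut at about 17% in these data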
* hit, by the source's call; . = not tested or not shown. This is a subset; the hit share may differ from the screen's.

SMILES | PHOSPHO1 inh | MEKK3 PB1 HTS | HCV NS3 hel inh | FID counter | SUMO HTRF inh | pCIP destab | VIM-2 inhibitor | IMP-1 inh | IDE cell activ
CCCOc1ccc(N2C(=O)CC(NCC#N)C2=O)cc1 (stereo not given) | 41 | 105 | 4 | -1 | -4 | 2 | -1.8 | -4.1 | 5
CCc1ccc(-n2c(O)c(C=NCCN(CC)CC)c(=O)[nH]c2=O)cc1 | -14 | 97 | 7 | -5 | 0 | -1 | -3.0 | 2.2 | -4
COc1ccccc1/C=N/NC(=O)c1cc2c(ccc3ccccc32)o1 | -21 | 102 | 1 | -33 | 18 | 0 | -3.9 | -4.5 | 4
Cn1c(CNc2ccc(F)cc2)nc2ccccc21 | 24 | 101 | -20 | -7 | 15 | 0 | -2.4 | -4.4 | 4
COC(=O)C1CCN(CC(N)=O)CC1 | 26 | 105 | -7 | 2 | -2 | 0 | -0.4 | -1.5 | -3
COC(=O)[C@@H]1C[C@@]2(O)[C@H](O)[C@H](O)[C@H](O)C[C@H]2N1Cc1ccc(C(C)(C)C)cc1 | 18 | 106 | . | . | -1 | -8 | . | . | 4
NC(=O)c1nsc(C(=O)N(c2ccccc2)C(C(=O)NC2CCCC2)c2ccncc2)c1N (stereo not given) | 37 | 98 | 10 | -22 | 15 | 4 | -2.1 | -3.8 | -3
O=C(Nc1ccccc1Cl)c1ccc(Cl)cc1Cl | 44 | 102 | 9 | -1 | 10 | -10 | -3.0 | -2.7 | 8
CSc1nnc(-c2cnccn2)n1Cc1ccccc1 | 4 | 102 | 4 | -9 | -1 | 2 | 1.8 | -2.3 | 1
COc1ccc2c(c1)C1(Nc3ccccc3-c3nc4ccccc4n31)C(=O)N2C (stereo not given) | -4 | 99 | -3 | -6 | -14 | 4 | -1.1 | -1.7 | 0
CC(C)CCNC(=O)C1CCN(c2nnc(-n3cccc3)s2)CC1 | 14 | 104 | -1 | -19 | -1 | 1 | -3.7 | -2.2 | 9
O=C(CSCc1ccc(Br)cc1)N=Nc1c(O)[nH]c2ccccc12 | 0 | 146* | -4 | -3 | -11 | -18 | -3.7 | -2.5 | 6
CCCCOc1ccc(N(CC(=O)NCC2CCCO2)C(=O)CCC(=O)Nc2cc(C)ccn2)cc1 (stereo not given) | -13 | 104 | -9 | -40 | 0 | 12 | -2.6 | -4.6 | -6
NC1=NC(=O)/C(=C\c2ccsc2)S1 | 29 | 108 | 2 | 1 | 15 | -17 | -3.2 | -1.9 | 3
Cc1cccc(N(C)S(=O)(=O)c2ccc(-c3cnc(C4CC4)o3)cc2)c1 | 15 | 97 | -18 | -25 | 21 | -6 | -1.2 | -2.9 | 1
CCOc1ccc(OCC)c(NC(=O)C2CCN(S(=O)(=O)c3ccc4c(c3)CC(C)N4C(C)=O)CC2)c1 (stereo not given) | 42 | 97 | 1 | -45 | -13 | -4 | 0.4 | -1.1 | 11
CCOC(=O)N1CCN(C(=O)c2ccc3c(c2)N(CC)CCS3)CC1 | 15 | 111 | -9 | -24 | 27 | 4 | -3.7 | -3.9 | 0
COc1ccccc1Nc1ccc(N)cc1 | 13 | 88 | -56 | 8 | 15 | 10 | -4.1 | -3.9 | 8
CCNc1c(NC(=O)c2ccc3c(c2)OCO3)c(=O)oc2ccccc12 | 58 | 102 | 7 | -3 | 13 | 4 | 1.1 | 0.6 | 0
O=C1C2(c3ccccc3)CN(CCO)CC1(c1ccccc1)CN(CCO)C2 | 12 | 104 | 1 | 2 | -13 | 8 | -4.6 | -4.4 | -1

An excerpt from above in order of their number in HCV NS3 hel inh, descending.
| smiles | PHOSPHO1 inh | MEKK3 PB1 HTS | HCV NS3 hel inh | SUMO HTRF inh | pCIP destab | VIM-2 inhibitor | IMP-1 inh | IDE cell activ |
| --- | --- | --- | --- | --- | --- | --- | --- | --- |
| NC(=O)c1nsc(C(=O)N(c2ccccc2)C(C(=O)NC2CCCC2)c2ccncc2)c1N (stereo not given) | 37 | 98 | 10 | 15 | 4 | -2.1 | -3.8 | -3 |
| O=C1C2(c3ccccc3)CN(CCO)CC1(c1ccccc1)CN(CCO)C2 | 12 | 104 | 1 | -13 | 8 | -4.6 | -4.4 | -1 |
| Cn1c(CNc2ccc(F)cc2)nc2ccccc21 | 24 | 101 | -20 | 15 | 0 | -2.4 | -4.4 | 4 |

(continued)
SMILES | PHOSPHO1 inh | MEKK3 PB1 HTS | HCV NS3 hel inh | FID counter | SUMO HTRF inh | pCIP destab | VIM-2 inhibitor | IMP-1 inh | IDE cell activ
C=CCn1c(SCC(=O)Nc2sc(C)c(C)c2C(=O)OCC)nnc1-c1sc(N)nc1C | -14 | 100 | 0 | -6 | -30 | -5 | -0.9 | -0.6 | -1
CC1CCCC(C)N1C(=O)CSc1nnc(C2CCCCC2)o1 (stereo not given) | 9 | 99 | 5 | -30 | 14 | -18 | -2.8 | -2.1 | 2
COc1cccc(-n2c(SCC(N)=O)nnc2-c2ccco2)c1 | 4 | 98 | -6 | -4 | -8 | 5 | -0.4 | -3.8 | -6
O=C1C=CC(=O)C(C2=C3C(=O)N(CCc4ccccc4)CC(=O)N3CCC2)=C1 | 2 | 93 | 19 | -17 | -2 | 7 | 3.4 | -0.6 | .
CCOC(=O)N1CCN(C(=O)c2cc3c(s2)-c2ccc(Cl)cc2S(=O)(=O)C3)CC1 | 6 | 106 | -1 | -5 | -5 | 10 | -2.4 | -3.1 | 2
CNC(=O)COc1coc(CN2CCN(c3ccccc3)CC2)cc1=O | 31 | 103 | 3 | -7 | 15 | -5 | -0.4 | -1.8 | 8
CC1=C/C(=C\c2ccc3c(c2)OCO3)C(=O)S1 | 13 | . | 6 | 1 | 26 | -4 | -2.2 | -2.8 | 1
CCN(CC)c1ccc(NC(=O)c2cccc(C)c2)cc1S(=O)(=O)Nc1ccccc1OC | 7 | 109 | -4 | -13 | -13 | -2 | -0.9 | 0.8 | 1
O=C1CSC(c2ccccc2F)N1c1cc(Cl)ccc1O (stereo not given) | 18 | 101 | 2 | -8 | 13 | -17 | -4.0 | -3.3 | 4
CN1C2C=C3C(C#N)=C(N)C(C#N)(C#N)[C@H](c4c(F)cccc4F)[C@H]3C1CC2 (stereo not given in full) | -9 | 99 | 7 | -2 | -5 | -22 | -2.7 | -1.4 | -8
O=C(Cc1ccc(Cl)cc1)NNC(=S)NC(=O)c1cccnc1 | 50 | 101 | -5 | 1 | 12 | 8 | 0.5 | -3.0 | 2
CSc1ccccc1NC(=O)CN(C)CC(=O)Nc1ccc(Cl)cc1[N+](=O)[O-] | -8 | 102 | -18 | -28 | -12 | 13 | -0.2 | -0.6 | 4
COc1ccc(CN2C(=O)CC(Cc3cc(C)cc(C)c3)C2=O)cc1OC (stereo not given) | -2 | 110 | 1 | -27 | 11 | -6 | 0.0 | -5.1 | 2
Cc1ccc2nc(SCC(=O)c3ccc(Cl)s3)[nH]c2c1 | -50 | 100 | 6 | -1 | -7 | -10 | -4.4 | -1.1 | -2
Cc1ccc(C(=O)CCC(=O)NC2CCCC(C)C2C)cc1 (stereo not given) | 24 | 103 | 3 | -28 | -3 | 13 | -1.3 | -2.0 | 1
COC(=O)c1[nH]c2c(c1C)C(=O)CC(c1ccc(OC)c(OC)c1)C2 (stereo not given) | 27 | 104 | -6 | -23 | 17 | -11 | -2.8 | -4.3 | 1
CC(=O)Nc1ccc(S(=O)(=O)NCCSCc2ccc(Cl)cc2Cl)cc1 | 56 | 100 | -18 | -14 | -15 | -11 | 0.8 | -0.8 | 7
COc1ccc(CCNC(=O)Nc2cc(F)c(F)cc2Cl)cc1OC | . | 104 | -8 | -1 | 0 | -3 | 0.5 | -2.7 | -10
CC(Nc1ccc(Br)cc1)C(=O)N/N=C/c1ccccc1OCc1ccccc1 (stereo not given) | -14 | 99 | -1 | -4 | -14 | -4 | 0.3 | -4.0 | 0
CCn1ncc(Br)c1C(=O)NC(C)c1ccccc1 (stereo not given) | -8 | 106 | 1 | -1 | -12 | 4 | -2.1 | -2.0 | 8
COc1ccc(CCN(Cc2ccccn2)C(=S)Nc2cccc(C)c2)cc1OC | 22 | 103 | -3 | -15 | -2 | -2 | 0.9 | -1.8 | 7
CC(C)CC(COCc1ccc([N+](=O)[O-])cc1)N1CCN(C(=O)c2ccc(C(F)(F)F)cc2)CCC1=O (stereo not given) | -6 | 96 | -8 | -44 | -16 | -23 | -4.6 | -4.2 | -6
N#CC1=C(N)Oc2n[nH]c(-c3ccccc3)c2C1c1cccnc1 (stereo not given) | -56 | 97 | 19 | -1 | 10 | -2 | 0.7 | -4.1 | 3
CC1(C)C(CC2OCC(CN3CCCCC3)O2)[C@H]2CC[C@@H]1C2 (stereo not given in full) | 16 | 93 | -7 | 0 | 12 | -10 | -1.8 | -1.1 | -2
Cc1ccc(NC(=O)O/N=C/c2ccc(F)cc2)cc1 | . | 99 | -12 | -5 | 17 | -15 | -0.3 | -0.3 | -1
CC(C)(C)c1cc(NCc2ccccn2)n2ncc(-c3ccccc3)c2n1 | 33 | 103 | 6 | 0 | -5 | -13 | -5.1 | -4.6 | 9
COCCCNCCOCCOc1ccc(Cl)cc1Br | -2 | 109 | 0 | 8 | -14 | -13 | -0.3 | -2.2 | 4
CC1CCN(C(=O)c2[nH]cnc2C(=O)N[C@@H](CCCCNC(=O)OC(C)(C)C)C(=O)OC(C)(C)C)CC1 | 22 | 88 | . | . | 10 | -10 | . | . | -6
N#Cc1ccc(C(=O)NCC(c2ccco2)N2CCCC2)cc1 (stereo not given) | 13 | 95 | 2 | -4 | 30 | 0 | -1.2 | -1.8 | -1
Cc1ccccc1SCC(=O)OCC(=O)Nc1sccc1C(N)=O | 1 | 109 | -2 | -3 | -12 | 3 | -0.2 | -5.4 | 4
Cc1csc(NC(=O)CSc2nc(C)nc3c2c(=O)n(C)c(=O)n3C)n1 | 0 | 99 | . | . | -2 | 0 | . | . | 1
CCC(CC)c1nnc(NC(=O)c2nn(C)c(=O)c3ccccc23)s1 | 12 | 104 | -4 | -20 | 8 | 0 | -1.3 | -4.2 | 0
CCOC(=S)N/C(=N\S(=O)(=O)c1ccccc1)c1ccccc1 | 23 | 97 | 1 | -2 | -24 | 6 | 1.3 | -1.2 | 1
Cc1ccc(SCc2nc(N)nc(Nc3ccccc3C)n2)cc1C | 1 | 113 | -22 | -17 | -18 | 3 | -2.5 | -6.5 | -2

By substructure: the entries above with bromine (four)
SMILES | PHOSPHO1 inh | MEKK3 PB1 HTS | HCV NS3 hel inh | FID counter | SUMO HTRF inh | pCIP destab | VIM-2 inhibitor | IMP-1 inh | IDE cell activ
O=C(CSCc1ccc(Br)cc1)N=Nc1c(O)[nH]c2ccccc12 | 0 | 146* | -4 | -3 | -11 | -18 | -3.7 | -2.5 | 6
CC(Nc1ccc(Br)cc1)C(=O)N/N=C/c1ccccc1OCc1ccccc1 (stereo not given) | -14 | 99 | -1 | -4 | -14 | -4 | 0.3 | -4.0 | 0
CCn1ncc(Br)c1C(=O)NC(C)c1ccccc1 (stereo not given) | -8 | 106 | 1 | -1 | -12 | 4 | -2.1 | -2.0 | 8
COCCCNCCOCCOc1ccc(Cl)cc1Br | -2 | 109 | 0 | 8 | -14 | -13 | -0.3 | -2.2 | 4
